PRMT1 inh – blocks human protein arginine methyltransferase 1 | Q99873 | recombinant PRMT1, activity-based probe fluorescence polarization | inhibition, % at 2.79 µM | hit rate 1.3% among 370,000;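 active = inhibition above about 21% made by adding two undisclosed values, limit read from the data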
Target sequence (Q99873 whole entry, looked up): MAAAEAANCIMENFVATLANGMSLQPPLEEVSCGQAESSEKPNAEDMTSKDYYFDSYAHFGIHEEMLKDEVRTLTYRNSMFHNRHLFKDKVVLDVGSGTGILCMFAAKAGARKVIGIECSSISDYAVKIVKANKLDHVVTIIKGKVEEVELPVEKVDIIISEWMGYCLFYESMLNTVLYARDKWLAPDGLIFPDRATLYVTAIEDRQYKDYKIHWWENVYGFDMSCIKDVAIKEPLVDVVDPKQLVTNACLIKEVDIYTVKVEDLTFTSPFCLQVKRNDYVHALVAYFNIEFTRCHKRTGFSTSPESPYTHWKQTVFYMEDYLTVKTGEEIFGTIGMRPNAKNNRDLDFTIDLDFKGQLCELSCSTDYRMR
SIAE inh – human SIAE inhibition, primary screen. Q9HAT2. SIAE FP-Rh probe binding, fluorescence polarization. inhibition, % at 9.66 µM. hit rate 0.69% among 370,000;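 active = inhibition above a cutoff: mean of compounds within the control limits plus 3 SD of those, cut at about 17% in these data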;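 note: 0% = plate median of compound wells and 100% = probe without SIAE protein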
MBD2 inh – inhibitors of human MBD2 binding to methylated oligonucleotide | TR-FRET | hit rate 0.31% among 370,000 | inhibition, % at 4.4 µM; in the data active = inhibition above about 13%
ABHD4 inh – inhibitors of mouse ABHD4; inhibition, % at 8.92 µM; purified mABHD4, FP-Rh probe fluorescence polarization; AID 720543; hit rate 0.54% among 370,000;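 active = inhibition exceeding the mean over every tested compound plus 3 SD, cut at about 30% in these data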;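 note: 0% = plate median of compound wells and 100% = S159A mutant with DMSO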
Target sequence (Q8VD66 whole entry, looked up): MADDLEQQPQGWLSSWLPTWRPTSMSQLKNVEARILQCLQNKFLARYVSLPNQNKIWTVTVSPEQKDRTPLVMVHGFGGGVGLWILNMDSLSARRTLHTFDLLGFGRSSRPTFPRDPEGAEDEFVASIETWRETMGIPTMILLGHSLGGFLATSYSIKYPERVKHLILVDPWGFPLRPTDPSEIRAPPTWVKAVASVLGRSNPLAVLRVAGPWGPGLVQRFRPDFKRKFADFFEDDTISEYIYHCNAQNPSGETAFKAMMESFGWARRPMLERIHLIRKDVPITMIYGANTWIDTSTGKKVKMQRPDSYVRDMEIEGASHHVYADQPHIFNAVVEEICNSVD
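Test system: mABHD4 protein | Buffer or medium: HEPES pH 7.0 buffer, 150 mM NaCl, 0.01% Pluronic F-127 | Probe or stimulus: FP-Rh fluorescent activity-based probe, added after compound pre-incubation | Timing: Pre-incubation 45 min, probe exposure 60 min, at 25 °C | Technique: Fluorescence polarization, excitation 525 nm, emission 598 nm, BODIPY TMR filters | Repeats: Single well per compound (singlicate)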
LEDGF integ inh – blocks HIV-1 LEDGF/p75-dependent DNA integration; AID 743269; hit rate 0.64% among 370,000; inhibition, % at 3.7 µM; TR-FRET IN-LEDGF/p75 DNA integration, Eu/Cy5;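 active = inhibition above the screen-wide mean plus 3 SD, cut at about 13% in these data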;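 note: signal is the Cy5 over europium emission ratio at 671 and 618 nm; 0% = plate median of compound wells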
TCR CD3 inh – blocks the human TCR-CD3 interaction | AID 651800 | hit rate 0.37% among 360,000 | inhibition, % at 9.4 µM | TAMRA-labeled TCR probe fluorescence, biochemical; in the data active = inhibition above about 19%;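 note: recombinant mutant TCR 2C K166C tagged with TAMRA read by polarization; 0% = receptor in buffer alone and 100% = receptor with positive control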
TDP2 absorb – TDP2 (human) inhibition, absorbance primary screen; recombinant TDP2, T5PNP hydrolysis, p-nitrophenol absorbance 415 nm; O95551; AID 720702; hit rate 0.34% among 370,000; inhibition, % at 12.8 µM;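 active = inhibition above the mean of all tested compounds plus 3 SD, set per campaign, cut at about 25% in these data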;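 note: 0% = DMSO with enzyme and 100% = buffer with substrate but no TDP2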
Target sequence (O95551 whole entry, looked up): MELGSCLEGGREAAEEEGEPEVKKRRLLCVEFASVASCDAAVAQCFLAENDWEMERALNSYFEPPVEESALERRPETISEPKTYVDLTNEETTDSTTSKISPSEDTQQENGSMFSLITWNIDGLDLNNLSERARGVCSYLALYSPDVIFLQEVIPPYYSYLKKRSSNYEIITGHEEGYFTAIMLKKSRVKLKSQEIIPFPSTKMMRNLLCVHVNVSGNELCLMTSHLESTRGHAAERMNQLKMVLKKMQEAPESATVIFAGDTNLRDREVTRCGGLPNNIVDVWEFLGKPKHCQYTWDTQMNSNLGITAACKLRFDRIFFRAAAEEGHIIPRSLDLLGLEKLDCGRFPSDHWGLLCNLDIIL
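Incubation: 2 h at 37 °C; Test system: recombinant human TDP2; Quantity: enzyme 120 nM; Read-out basis: percent inhibition; Medium: 50 mM Tris-HCl pH 7.5 with Mg2+, KCl, DTT, BSA; Repeats: single replicate; Compound: 12.8 µM single point, 1% DMSO; Signal: epi absorbance; Reagent: 5 mM T5PNP chromogenic substrate; Benchmarks: no-enzyme high, DMSO-plus-enzyme low.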
rCAG RNA binder – molecules binding r(CAG) RNA repeats; AID 651821; r(CAG) RNA repeat, TO-PRO-1 dye displacement fluorescence; inhibition, % at 3 µM; hit rate 1.3% among 370,000;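 active = inhibition above the plate cutoff, the mean of all test compounds on that plate plus 3 SD, cut at about 35% in these data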;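 note: 0% = DMSO alone and 100% = 100 µM mitoxantrone as full dye displacement; higher means more dye released from RNA so lower well fluorescence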
GC-B act – GC-B (human) receptor activation | P20594 | HEK293-GC-B cells, CNP EC30, cGMP TR-FRET; 0% at EC30 CNP, 100% saturating CNP | activation, % at 10 µM | hit rate 0.11% among 370,000 | AID 1920062;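 active = activation at 10 µM reaching about 35% in either raw or pattern-adjusted values, limit read from the data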
HTRA1 inh – HTRA1 (human) protease inhibition; recombinant HTRA1, FP-rhodamine activity-based probe, fluorescence polarization; inhibition, % at 5.96 µM; hit rate 0.5% among 340,000; in the data active = inhibition above about 36%;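 note: 0% = enzyme with DMSO and 100% = wells lacking enzyme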
* marks the source's active call; other numbers are inactive results; . = no result given. The list is partial; rates above refer to the full screens.

Values run as follows: ABHD4 inh	HTRA1 inh	PRMT1 inh	TCR CD3 inh	GC-B act	TDP2 absorb	LEDGF integ inh	MBD2 inh	rCAG RNA binder	SIAE inh
> Cc1ccc(-c2cc(C(=O)Nc3ccc(S(=O)(=O)N4CC(C)OC(C)C4)cc3)[nH]n2)c(O)c1 (centres undefined)
    -17.9	-34.2	1.8	4.1	-0.1	12.7	0.2	-6.3	12.1	-27.4
> Cn1c(=O)c2[nH]c(N3CCOCC3)nc2n(-c2ccccc2)c1=O
    1.7	-4.1	-2.5	2.0	-4.0	9.8	3.8	-7.3	3.6	3.7
> Cc1nc(C)c(-c2ccc(SCc3ccccc3C)nn2)s1
    -10.4	-7.7	2.9	-3.1	-1.7	-14.8	-1.1	-0.9	-2.5	5.0
> CS(=O)(=O)c1ccc(-c2sc3cc4c(cc3c2C(=O)NN2CCOCC2)OCO4)cc1
    0.2	-1.7	-1.4	-5.5	-1.3	-0.8	0.7	-0.3	5.6	-1.9
> COc1cc(C(=O)N2CCCCC2c2cc(C(=O)NC(C)C)no2)cc(OC)c1C (centres undefined)
    -2.4	.	-1.3	-11.0	2.3	-15.2	8.6	-1.6	-0.5	0.6
> CC(C)(C)OC(=O)C1C(=O)CC(C)(O)C(C(=O)OC(C)(C)C)C1c1cccnc1 (centres undefined)
    4.1	-4.6	-0.3	-2.9	-0.1	1.0	-0.1	0.1	-8.6	0.3
> CCCCCOC(=O)Nc1ccc(S(=O)(=O)Nn2cnnc2)cc1
    9.6	-1.2	2.7	2.9	1.8	0.3	1.1	3.9	2.0	-2.9
> Cc1ccc(NC(=O)c2noc3c2CC(C(C)(C)C)CC3)cc1 (centres undefined)
    -7.2	-3.0	-0.7	-8.6	-0.6	-15.3	1.3	2.2	4.1	1.4
> CCN(CC)S(=O)(=O)c1ccc(C(=O)N2CCc3ccccc32)cc1
    7.2	3.8	2.7	-1.7	2.6	7.4	-4.6	3.3	-4.8	-4.7
> COc1ccccc1-c1c(NC(=O)c2ccco2)n(C)c2ccccc2c1=O
    1.4	.	-0.1	-5.8	0.4	5.3	-1.3	3.0	0.2	2.9

(cont.)
Values run as follows: ABHD4 inh	HTRA1 inh	PRMT1 inh	TCR CD3 inh	GC-B act	TDP2 absorb	LEDGF integ inh	MBD2 inh	rCAG RNA binder	SIAE inh
> Nc1nc2ccccc2n1CCOc1ccccc1Cl
    9.1	3.4	-1.1	-3.5	0.8	6.6	-2.0	-0.5	1.7	13.4
> C[C@H]1C=C(C(=O)N2CCN(Cc3ccc4c(c3)OCO4)CC2)O[C@@H](OCc2ccc(CO)cc2)C1
    2.5	-0.2	-1.3	1.7	9.7	-1.6	0.8	3.0	-6.1	-3.2
> CC(OC(=O)CNC(=O)c1ccc(Cl)cc1)C(=O)NC1CCCCC1C (centres undefined)
    5.4	0.9	-3.0	6.2	-5.0	9.0	-0.1	1.6	-6.3	-6.6
> COc1ccc(S(=O)NC2CCCCC2)c(OC)c1C (centres undefined)
    9.7	2.6	-0.9	-1.5	-0.9	6.7	-0.6	0.8	4.7	2.6
> COc1ccc(CC(=O)Nc2c3c(nn2-c2ccccc2C)CS(=O)C3)cc1 (centres undefined)
    0.0	0.4	2.5	0.0	1.8	-5.4	0.5	-3.8	3.6	0.4
> O=C(CSc1nnnn1-c1ccc(F)cc1)Nc1nc2ccccc2s1
    -4.0	-5.1	-3.3	1.2	1.6	5.8	3.2	2.6	0.1	4.5
> O=C(O)C1CCN(c2c([N+](=O)[O-])cc(C(F)(F)F)cc2[N+](=O)[O-])CC1
    -5.2	5.8	-1.3	6.5	-5.3	1.6	0.6	-5.7	0.2	-14.3
> O=C(NCC1CCCCC1)c1cccc(S(=O)(=O)N2CCCC2)c1
    -6.6	-4.6	-0.6	-0.7	-1.0	-6.1	2.4	-2.3	-0.4	1.1
> CCOC(=O)c1ccc(NC(=S)N(CCN2CCCCCC2)Cc2cccs2)cc1
    3.4	-16.7	3.3	11.1	-3.9	16.3	-0.4	-3.5	-1.8	10.1
> CCC(=O)Oc1ccc(/C(CC)=C(\CC)c2ccc(OC(=O)CC)cc2)cc1
    -3.4	6.4	-1.5	-1.8	13.3	2.1	2.3	-1.2	3.2	0.3

Other results:
Values run as follows: ABHD4 inh	HTRA1 inh	PRMT1 inh	TCR CD3 inh	GC-B act	TDP2 absorb	LEDGF integ inh	MBD2 inh	rCAG RNA binder	SIAE inh
> Clc1ccc(-c2csc3ncnc(Cl)c23)cc1
    -2.0	-5.4	0.7	-5.6	-7.4	3.5	-1.3	1.3	1.4	-0.8
> O=c1oc(CCO)cc2ccc(C#Cc3ccsc3)cc12
    -6.4	-13.0	0.1	-0.7	-6.2	-13.3	1.8	3.4	3.0	-12.6
> C=CCC1NS(=O)(=O)O[C@H](CCCC)[C@@H]1O (some centres undefined)
    -0.4	1.8	-0.5	-4.6	4.8	-6.5	-0.4	1.3	-2.7	-4.1
> Cc1ccc2c(c1)cc(CN(Cc1cccnc1)C(=O)c1ccccc1)c1nnnn12
    -2.5	-0.4	0.0	11.7	0.1	-2.5	-0.7	-0.4	-4.1	1.1
> Cc1nnc(NC(=O)CCC(=O)N2CCN(S(=O)(=O)c3cc([N+](=O)[O-])ccc3C)CC2)s1
    -0.7	4.5	-2.4	-2.3	1.6	1.3	2.4	-1.1	4.1	-5.0
> CCOC(=O)CCCNC(=O)CCNC(=O)c1ccc(OCC(C)C)cc1
    -1.5	-2.5	-0.3	0.9	-2.0	0.8	2.0	5.1	-0.3	0.7
> CCN(CC(=O)Nc1ccc(N2CCOCC2)cc1)C(=O)COc1ccccc1OC
    1.7	3.1	0.7	2.0	3.1	-7.2	0.3	0.8	-4.9	0.7
> Cc1cc(C)n(C(=O)c2ccc(NC(=O)C3COc4ccccc4O3)cc2)n1 (centres undefined)
    -6.9	-12.8	1.6	-1.9	3.8	-10.6	-4.2	3.1	-5.8	-4.1
> CC1CCc2nn(CC(=O)NCc3ccc(F)cc3)cc2C1 (centres undefined)
    -4.8	6.5	-4.2	0.1	-2.2	4.7	-2.9	-2.6	0.8	4.6
> CC(=O)c1cccc(NC(=O)CSc2n[nH]c(=O)n2C2CC2)c1
    -1.3	7.6	3.4	-6.0	-2.1	-3.0	-4.0	4.8	3.3	6.5

Two entries from above, in markdown:
| molecule | ABHD4 inh | HTRA1 inh | PRMT1 inh | TCR CD3 inh | GC-B act | TDP2 absorb | LEDGF integ inh | MBD2 inh | rCAG RNA binder | SIAE inh |
| --- | --- | --- | --- | --- | --- | --- | --- | --- | --- | --- |
| Cc1nnc(NC(=O)CCC(=O)N2CCN(S(=O)(=O)c3cc([N+](=O)[O-])ccc3C)CC2)s1 | -0.7 | 4.5 | -2.4 | -2.3 | 1.6 | 1.3 | 2.4 | -1.1 | 4.1 | -5.0 |
| CCOC(=O)CCCNC(=O)CCNC(=O)c1ccc(OCC(C)C)cc1 | -1.5 | -2.5 | -0.3 | 0.9 | -2.0 | 0.8 | 2.0 | 5.1 | -0.3 | 0.7 |

Carrying on:
Values run as follows: ABHD4 inh	HTRA1 inh	PRMT1 inh	TCR CD3 inh	GC-B act	TDP2 absorb	LEDGF integ inh	MBD2 inh	rCAG RNA binder	SIAE inh
> O=C(O)Cc1ccc(C(=O)c2ccc(F)cc2)s1
    -2.2	2.2	2.4	0.0	2.8	-11.1	-2.4	4.1	9.2	-3.5
> O=C(COc1ccc2ccccc2c1Br)Nc1cccnc1
    -18.7	-24.8	-0.3	0.1	-2.5	5.8	4.3	-0.9	-0.2	-14.7
> CC(=O)c1ccc(NC(=O)CN2CCN(CC(=O)Nc3ccc(C(C)=O)cc3)CC2)cc1
    0.9	-2.0	-1.2	5.0	1.6	8.6	-2.9	-0.8	-1.8	0.4
> Cc1noc(-c2ccccc2)c1NC(=O)Nc1ccccc1
    -3.6	3.8	-0.6	2.5	-0.4	11.4	-0.8	-3.1	0.5	-0.1
> CCn1cc(/C=C(\NC(=O)c2ccccc2F)C(=O)NCCCn2ccnc2)c2ccccc21
    3.0	-3.5	0.9	3.3	0.5	3.5	-3.3	-3.4	-4.5	8.3
> Fc1ccc2[nH]c3c(N4CCc5ccccc5C4)ncnc3c2c1
    12.0	.	-0.9	-6.8	26.9	-22.3	2.7	1.3	11.0	3.7
> NCc1cccc(CNc2ccc([N+](=O)[O-])cc2C(N)=O)c1
    1.0	8.6	3.4	2.3	-6.0	-5.7	-1.2	-6.2	11.1	-1.3
> COc1ccc(C(C)C)cc1S(=O)(=O)NCCCn1ccnc1
    -1.6	4.2	1.1	-4.0	4.9	6.3	-1.5	2.8	-2.2	5.0
> N#CCCN(C(=O)CCl)c1cccc(Cl)c1
    1.1	-2.4	3.1	-0.6	1.7	-0.3	-7.4	-0.5	-1.0	-0.7
> CCOC(=O)/C(C#N)=C/Nc1ccccc1OC(F)(F)F
    12.8	.	-6.0	5.4	-3.4	14.1	4.5	-1.3	-4.8	9.4

New compounds follow:
Values run as follows: ABHD4 inh	HTRA1 inh	PRMT1 inh	TCR CD3 inh	GC-B act	TDP2 absorb	LEDGF integ inh	MBD2 inh	rCAG RNA binder	SIAE inh
> CC[C@H]1CN2CCc3cc(OC)c(OC)cc3C2C[C@@H]1C[C@H]1NCCc2cc(OC)c(OC)cc21 (some centres undefined)
    7.7	0.0	1.6	6.7	-0.2	14.1	-0.2	-3.9	-0.1	6.7
> COc1ccc(C(=O)Nc2nc(C)cs2)cc1S(=O)(=O)N1CCOCC1
    3.6	-0.6	-0.8	-3.6	11.3	9.7	-1.4	-1.1	2.7	3.4
> CCc1ccc(NC(=O)CCC(=O)Nc2nnc(C(C)C)s2)cc1
    -0.4	4.7	-0.2	-2.0	0.0	-0.3	2.9	5.3	-1.7	4.8
> O=Nc1c(O)n(Cc2ccc(Cl)c(Cl)c2)c2ccccc12
    -81.7	-122.2	1.0	1.3	-6.9	2.6	-1.2	2.6	17.0	-88.8
> CCOC(=O)c1cc(-c2ccccc2)sc1NC(=O)CN1C(=O)c2ccccc2C1=O
    3.3	-7.9	0.8	8.8	-5.0	0.8	-0.9	1.0	1.6	-11.8
> Cc1ccc(CSC(Nc2ccc(F)cc2)=C(C#N)C#N)cc1
    -20.6	-14.3	1.8	0.9	6.3	-6.1	0.7	0.3	28.2	-2.7
> O=S(c1ccccc1)C(c1ccccc1)c1ccccc1 (centres undefined)
    1.2	-2.3	-1.0	-2.3	-5.4	2.4	0.8	0.0	-0.7	-2.9
> CCOc1ccc(C(=O)NC(=S)Nc2cccnc2)cc1[N+](=O)[O-]
    2.1	0.3	-5.4	1.7	-7.9	8.6	0.3	-3.9	-2.0	-2.0

High-throughput results as filed in PubChem BioAssay.
